S aureus QS inh: inhibitors of bacterial quorum sensing in S. aureus; AID 527; 24,000 tested, 0.3% active; S. aureus RN6390 RNAIII-GFP reporter, AIP-induced, flow cytometry 3 h; inhibition, % at 2 µM;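 active = share of bacteria positive for the green fluorescent reporter and its mean brightness both inhibited by 50% or more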;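 also: 0% = AIP-stimulated control and 100% = unstimulated bacteria without AIP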
S aureus QS inh GFP MFI %: also measured in S aureus QS inh; calls as there; inhibition, %; measured here: inhibition of GFP MFI
* = called active by the depositor. An excerpt; count on the stated rates, not on these rows.

SMILES | S aureus QS inh | S aureus QS inh GFP MFI %
O=C1C2CCCN2C(c2ccccc2)N1c1ccccn1 (stereo unspecified) | 2 | 2
C(=NC12CN3CN(CN(C3)C1)C2)c1cccnc1 | -4 | 8
CCOC(=O)C1SC2(C(F)F)CC1(O)c1c(c(OC)c3occc3c1OC)O2 (stereo unspecified) | 23 | 30
C#CCN1C(=O)C2(C(C#N)=C(N)OC(C)=C2C(=O)OCc2ccccc2)c2ccccc21 (stereo unspecified) | 0 | 26
COc1ccccc1CN1CCN(C(=O)Cc2ccccc2)CC1 | 0 | 4
CC(N)Cc1c[nH]c2cc3c(cc12)OCCO3 (stereo unspecified) | -2 | -3
COC(=O)COc1cc(C)cc2oc(=O)c3c(c12)CCCC3 | 6 | 24
c1ccc(C2CC3CC(c4ccco4)N2O3)cc1 (stereo unspecified) | -1 | -6
c1ccc2c(c1)[nH]c1cnccc12 | 2 | 7
COC(=O)c1cncn1C(C)c1ccccc1 (stereo unspecified) | -4 | -13
CC(=O)Nc1cc(C(=O)N2CCC3(CC2)OCCO3)ccc1S(=O)(=O)c1ccc(C)cc1 | 1 | 42
OC(CNC1CCCCC1)c1ccccc1 (stereo unspecified) | 0 | 4
CCOCC(=O)NC1CCSC1=O (stereo unspecified) | -1 | -2
CNCC(O)c1cccc(OC(=O)c2ccccc2C)c1 (stereo unspecified) | 2 | 35
C[C@H]1CCC/C=C/C2C[C@H](O)CC2[C@H](O)/C=C/C(=O)O1 (stereo partly specified) | 0 | 5
O=C(O)CCCc1ccc(N(CCCl)CCCl)cc1 | -1 | -9
CCOP(=S)(OCC)c1ccc(N(C)C)cc1 | -5 | -71
Cc1cc(C)n2nc(SC(C)C(=O)N3CCC4(CC3)OCCO4)nc2n1 (stereo unspecified) | -4 | -22
O=C(Cn1cnc2ccccc2c1=O)NCC(=O)N1CCC2(CC1)OCCO2 | 7 | 43
Cc1ccc(S(=O)(=O)Cc2ccc(C(=O)N3CCC4(CC3)OCCO4)o2)cc1 | 0 | -1

One compound at a time, as listed above.
`OC(CNC1CCCCC1)c1ccccc1` (stereo unspecified) as listed: S aureus QS inh: 0; S aureus QS inh GFP MFI %: 4
`CC(=O)Nc1cc(C(=O)N2CCC3(CC2)OCCO3)ccc1S(=O)(=O)c1ccc(C)cc1` as listed: S aureus QS inh: 1; S aureus QS inh GFP MFI %: 42

Continued.
SMILES | S aureus QS inh | S aureus QS inh GFP MFI %
CN(C)c1cc(N)c2c(n1)CCC2 (tested in a mixture with another compound) | 0 | 1
CCOc1ccc(C2SCC(=O)Nc3c2c(=O)[nH]n3C2CCCCCC2)cc1 (stereo unspecified) | -3 | -17
CCN1CC=C(c2c[nH]c3ccccc23)CC1 | 3 | 9
COc1ccccc1CN1CCN(C(=O)COc2cccc(C)c2)CC1 | 0 | 19
CCC(C)NC(=O)c1c(N)n(CC2CCCO2)c2nc3ccccc3nc12 (stereo unspecified) | 0 | 5
CCCCCCOc1ccc(CN2CCN(C)CC2)cc1 | -7 | -18
O=C(c1cc(=O)[nH]c2ccc(Br)cc12)N1CCC2(CC1)OCCO2 | 1 | 6
C1=C(c2c[nH]c3ccccc23)CCNC1 | -1 | -12
CCOc1ccc(-n2c(O)c(C=NCCN3CCNCC3)c(=O)[nH]c2=O)cc1 | 0 | 4
CCC(COC(=O)c1cc(OC)c(OC)c(OC)c1)(c1ccccc1)N(C)C (stereo unspecified) | -1 | 0
Nc1ccc(C2(c3ccc(N)cc3)CN3CCC2CC3)cc1 | 0 | -32
COc1ccc(C(CC(=O)N2CCC3(CC2)OCCO3)NS(=O)(=O)c2ccc(F)cc2)cc1 (stereo unspecified) | -15 | -2
CC(C)CC12CN3CCN(CC(C3)/C1=N/O)C2 | -3 | -2
CCN1CCN(C(=O)COc2cc(=O)n(CC)c3ccccc23)CC1 | -6 | -36
CCC(=NCC1CCCO1)c1c(O)n(Cc2ccccc2)c(=O)[nH]c1=O (stereo unspecified) | 0 | 35
CCOC(=O)c1cc2c(cn1)[nH]c1ccccc12 | -2 | -14
CC(=O)c1c(C)[nH]c(C(=O)N2CCC3(CC2)OCCO3)c1C | 1 | 5
CN1CCN(c2c[nH]c(=O)[nH]c2=O)CC1 | -1 | -4
Cc1cc(Cl)ccc1OCC(=O)O | -2 | 11
Cn1c(=O)cc(SCC(=O)N2CCC3(CC2)OCCO3)c2ccccc21 | -1 | -55

No new results follow: an excerpt of the list.
SMILES | S aureus QS inh | S aureus QS inh GFP MFI %
CCOc1ccc(C2SCC(=O)Nc3c2c(=O)[nH]n3C2CCCCCC2)cc1 (stereo unspecified) | -3 | -17
CCN1CC=C(c2c[nH]c3ccccc23)CC1 | 3 | 9
COc1ccccc1CN1CCN(C(=O)COc2cccc(C)c2)CC1 | 0 | 19
CCC(C)NC(=O)c1c(N)n(CC2CCCO2)c2nc3ccccc3nc12 (stereo unspecified) | 0 | 5
CCCCCCOc1ccc(CN2CCN(C)CC2)cc1 | -7 | -18
O=C(c1cc(=O)[nH]c2ccc(Br)cc12)N1CCC2(CC1)OCCO2 | 1 | 6
C1=C(c2c[nH]c3ccccc23)CCNC1 | -1 | -12
CCOc1ccc(-n2c(O)c(C=NCCN3CCNCC3)c(=O)[nH]c2=O)cc1 | 0 | 4
CCC(COC(=O)c1cc(OC)c(OC)c(OC)c1)(c1ccccc1)N(C)C (stereo unspecified) | -1 | 0
Nc1ccc(C2(c3ccc(N)cc3)CN3CCC2CC3)cc1 | 0 | -32
COc1ccc(C(CC(=O)N2CCC3(CC2)OCCO3)NS(=O)(=O)c2ccc(F)cc2)cc1 (stereo unspecified) | -15 | -2
CC(C)CC12CN3CCN(CC(C3)/C1=N/O)C2 | -3 | -2
CCN1CCN(C(=O)COc2cc(=O)n(CC)c3ccccc23)CC1 | -6 | -36
CCC(=NCC1CCCO1)c1c(O)n(Cc2ccccc2)c(=O)[nH]c1=O (stereo unspecified) | 0 | 35
CCOC(=O)c1cc2c(cn1)[nH]c1ccccc12 | -2 | -14
CC(=O)c1c(C)[nH]c(C(=O)N2CCC3(CC2)OCCO3)c1C | 1 | 5
CN1CCN(c2c[nH]c(=O)[nH]c2=O)CC1 | -1 | -4
Cc1cc(Cl)ccc1OCC(=O)O | -2 | 11

Source: PubChem (NMMLSC)
